Assay outcomes from PubChem.
GLS inh: inhibitors of human glutaminase (GLS). O94925. GLS enzymatic activity, qHTS titration. Potency, µM (doses to about 45.5 µM), without a hit: at the top dose activity change, negative = inhibition, most hits filed as inhibitors. actives 0.21% (n = 410,000); further: potency means the concentration at half of the fitted maximal effect; on the % scale 0 is the no-effect control and ±100 the full control effect
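Glutamate formation by hKGA was monitored fluorometrically using coupled glutamate oxidase, HRP and Amplex Red. Substrate was added as 1 mM L-glutamine solution; incubation was 30 min at RT after an initial read.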
BAZ2B inh: BAZ2B (human) inhibition; Q9UIF8; AlphaScreen BAZ2B-H3K14Ac peptide displacement; Potency, µM (titrated, usually from 114 µM), for the others: at the top dose activity change, negative = inhibition, hits mostly inhibitors; actives 4.4% (n = 360,000); AID 504333; further: potency means the concentration at half of the fitted maximal effect; on the % scale 0 is the no-effect control and ±100 the full control effect; nearly all actives have a fitted effect of over 60% in size
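In this displacement format the biotinylated H3(5-23) peptide acetylated at Lys14 serves as ligand at 50 nM, with BAZ2B at 50 nM in PBS pH 7.4 containing 0.01% Tween-20. Donor and acceptor beads are 10 ug/mL final.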
JMJD2A Tudor inh: blocks the human JMJD2A Tudor domain | AlphaScreen JMJD2A-Tudor / H3K4me3 peptide binding | Potency, µM (highest dose often 114 µM), for inactives: at the highest dose activity change, negative = inhibition, hits mostly inhibitors | O75164 | AID 504339 | actives 4.4% (n = 390,000); further: potency means the concentration at half of the fitted maximal effect; on the % scale 0 is the no-effect control and ±100 the full control effect; nearly all actives have a fitted effect of over 50% in size
PI4K2A block: PI4K2A (human) kinase inhibition. purified PI4K2A, ADP-Glo luminescence, 1 h; hits give low values. activity change, negative = inhibition, % at 76.9 µM. actives 0.13% (n = 420,000). AID 1346378; in the data active means activity change below about -50%; inconclusive means mostly about -30% to -49%;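 further: -100% = wells without enzyme as full effect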
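ADP-Glo luminescence measured ADP generated by PI4K2A enzyme (4 ug/mL before mixing) with 1.2 mM PI substrate (pre-mix) and 300 microM ATP (pre-mix). Tris pH7.5 buffer with MgCl2, Triton X-100; 1 h reaction at ambient temperature.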
Pin1 inhibitor: blocks the human prolyl isomerase Pin1. Q13526. Pin1 FP peptide displacement, HiFluor488, 10 min. Potency, µM (series often up to 115 µM), for inactives: at the highest dose activity, negative = inhibition, usual class: inhibitors. actives 0.009% (n = 390,000). AID 504891; active means well fitted inhibition curve with a large enough effect in the polarisation, with a control signal flat, not every such curve was filed as active; inconclusive means small, poorly fitted or top-dose-only effect, or effect the other way, or a change in a side signal; inactive means no such curve, though single readings can be large or run the other way; the % refers to the polarisation; further: potency means the concentration at half of the fitted maximal effect; on the % scale 0 is the no-effect control and ±100 the full control effect
Target sequence (Q13526 whole entry, looked up): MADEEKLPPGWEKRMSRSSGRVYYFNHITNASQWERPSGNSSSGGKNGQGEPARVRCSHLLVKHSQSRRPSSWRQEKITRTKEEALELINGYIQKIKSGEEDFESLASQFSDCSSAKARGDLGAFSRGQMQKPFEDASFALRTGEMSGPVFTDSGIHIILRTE
G9a block: blocks human histone lysine methyltransferase G9a; Potency, µM (highest dose often 102 µM), without a hit: at the highest dose activity, negative = inhibition, usual class: inhibitors; G9a H3K9 monomethylation, AlphaScreen, 2 h; Q96KQ7; actives 8.8% (n = 350,000); AID 504332; further: potency means the concentration at half of the fitted maximal effect; on the % scale 0 is the no-effect control and ±100 the full control effect; nearly all actives have a fitted effect of over 75% in size
Target sequence (Q96KQ7 913-1193 limits assumed): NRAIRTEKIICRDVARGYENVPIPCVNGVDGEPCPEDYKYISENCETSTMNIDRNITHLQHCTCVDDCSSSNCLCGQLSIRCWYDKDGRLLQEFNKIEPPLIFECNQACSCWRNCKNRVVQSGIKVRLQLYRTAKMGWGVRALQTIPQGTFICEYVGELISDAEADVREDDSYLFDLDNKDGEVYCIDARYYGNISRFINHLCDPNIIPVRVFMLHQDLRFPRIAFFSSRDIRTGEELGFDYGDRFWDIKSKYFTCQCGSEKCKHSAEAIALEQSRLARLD
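Readings reflect AlphaScreen signal from monomethyl-H3K9 antibody detection. HMT at 20 nM; substrate b-H3K9 500 nM; cofactor SAM 20 uM; 2 h RT reaction; compounds tested as titrations in qHTS with 15 min preincubation.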
ERG Ets-DNA blk: inhibitors of human ERG Ets domain-DNA interaction. fluorescence polarization, His-ERG Ets domain / labelled DNA. Potency, µM (titrated, usually from 76.9 µM), inactives show at the top dose FP activity, negative = inhibition, actives largely listed as inhibitors. actives 0.028% (n = 370,000). AID 624246; active means well fitted inhibition curve with a large enough effect in the polarisation, with a control signal flat; inconclusive means small, poorly fitted or top-dose-only effect, or effect the other way, or a change in a side signal; inactive means no such curve, though single readings can be large or run the other way; the % refers to the polarisation;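 further: polarization taken with two DNA probes labelled with fluorescein and Texas red; potency means the concentration at half of the fitted maximal effect; % of control where 0% means no effect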
Target sequence (P11308 whole entry, looked up, the tested form may be a part): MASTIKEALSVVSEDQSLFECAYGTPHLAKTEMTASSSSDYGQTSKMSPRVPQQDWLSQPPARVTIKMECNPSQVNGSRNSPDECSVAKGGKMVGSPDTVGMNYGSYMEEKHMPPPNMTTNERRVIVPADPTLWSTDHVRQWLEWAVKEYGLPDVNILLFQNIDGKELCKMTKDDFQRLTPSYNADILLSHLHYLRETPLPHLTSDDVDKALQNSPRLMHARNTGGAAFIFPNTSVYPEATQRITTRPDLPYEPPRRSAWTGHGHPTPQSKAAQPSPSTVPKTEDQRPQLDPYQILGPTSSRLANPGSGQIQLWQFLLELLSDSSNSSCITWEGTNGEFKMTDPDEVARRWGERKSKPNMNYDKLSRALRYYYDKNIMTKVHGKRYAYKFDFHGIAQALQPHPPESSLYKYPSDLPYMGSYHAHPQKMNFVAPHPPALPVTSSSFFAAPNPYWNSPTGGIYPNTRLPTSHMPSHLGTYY
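His-tagged ERG Ets domain (1 uM in the protein solution; 300mM KCl, 50mM Tris-HCl, 1mM EDTA, 1mM DTT, pH 7.5) received compound, then a probe mix of 5 nM fluorescein-DNA and 100nM Texas-615-DNA. Fluorescence polarization was read for both dyes.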
HP1b binding inh: blocks HP1-beta chromodomain binding to methylated histone tails; AlphaScreen HP1-beta / biotin-H3K9me3 peptide binding; P83916; Potency, µM (highest dose often 114 µM), inactives show top-dose activity change, negative = inhibition, actives largely listed as inhibitors; actives 0.56% (n = 390,000); AID 540317; further: potency means the concentration at half of the fitted maximal effect; nearly all actives have a fitted effect of over 70% in size; inactives centre near 23
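HP1-beta protein (50 nM final) preincubated 30 min at room temperature with biotinylated H3(1-18)K9me3 peptide (50 nM) in PBS pH 7.4, 0.01% Tween-20, then compound added for 30 min. AlphaScreen streptavidin donor/nickel chelate acceptor beads (10 ug/mL final), 30 min dark, luminescence read.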
Tb PGK inh: T. brucei PGK inhibition. Potency, µM (doses to about 57.5 µM), without a hit: at the highest dose activity change, negative = inhibition, usual class: inhibitors. P07378. actives 0.043% (n = 380,000). PGK/GAPDH coupled, Kinase-Glo luminescence, 60 min; further: potency means the concentration at half of the fitted maximal effect; on the % scale 0 is the no-effect control and ±100 the full control effect; nearly all actives have a fitted effect of over 60% in size
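Luminescent ATP detection (Kinase-Glo Plus) follows a 60-minute room-temperature incubation, with wells lacking PGK as controls. Buffer: 100 mM TEA (pH 7.6), 5 mM MgCl2, 0.01% Tween-20. Coupling enzyme GAPDH (100 nM final) supplies unstable 1,3-BPG in-well.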
Starred values were filed as active, the others as inactive; i = inactive; ? = inconclusive; . = no result given; [ ] = another dose, or the depositor's remark. Unless noted, the call rests on the fitted dose curve; in most records, active means well fitted curve in the direction sought with a large enough effect; inconclusive means small, poorly fitted or top-dose-only effect, or another doubt; inactive means no such curve, though single readings can be large; an effect the other way counts as inactive or inconclusive.

SMILES	GLS inh	BAZ2B inh	JMJD2A Tudor inh	PI4K2A block	Pin1 inhibitor	G9a block	ERG Ets-DNA blk	HP1b binding inh	Tb PGK inh
Cn1c(=O)c2c(nc(CN3CCN(C(=O)c4ccco4)CC3)n2Cc2ccccc2F)n(C)c1=O	5%	4%	-17%	-8	-1%	?	-6%	24%	0%
O=C(COc1ccccc1Cl)Nc1nc(-c2ccncc2)cs1	-4%	.	-3%	-1	30%[activator]	.	5%	20%	0%
COc1ccc(NC(C)C(=O)N/N=C/c2cc(Br)ccc2OC)cc1 (stereo unspecified)	0%	?	-24%	4	0%	?	5%	?	-6%
CCOc1ccc(-c2nnc(SCC(=O)NCc3ccc(C)cc3)nc2-c2ccc(OCC)cc2)cc1	-7%	16%	-30%	0	9%	?	10%	52%[activator]	i
O=C(COC(=O)c1ccccc1OCc1ccccc1Cl)NC1CCS(=O)(=O)C1 (stereo unspecified)	-5%	.	1%	-2	-8%	.	-3%	43%[activator]	i
COc1ccc(S(=O)(=O)N2CCN(C(c3ccccc3)c3ccccc3)CC2)cc1NC(C)=O	0%	0%	-7%	-5	-1%	.	-3%	18%	-6%
CCCc1noc2c1/C(=N\O)CCC2	15%	5%	-9%	28	1%	6%[12.7 µM]	1%	23%	i
COc1ccccc1C(C#N)N1N=C(C)CC1(C)C (stereo unspecified)	2%	-1%	-15%	-3	20%	-5%[59 µM]	8%	33%	-10%
CN(C)c1nc(=NCc2cccs2)ss1	?	.	?	22	0%	.	.	19%	i
CCC(C)(C)C1CCc2nc3ccccc3c(C(=O)OC(C)C(=O)Nc3c(C)n(C)n(-c4ccccc4)c3=O)c2C1 (stereo unspecified)	1%	-5%	-24%	1	-3%	-16%[59 µM]	3%	7%	-8%
CCOC(=O)c1c(C)n(C)c2ccc(O)c(CN3CCN(C)CC3)c12	?	.	-21%	0	3%	?	.	-4%	.
CCc1ccc(NC(=O)c2sc(-n3nc(C)c(Cc4ccc(OC)cc4)c3C)nc2C)cc1	-11%	?	9%	2	-4%	-16%[59 µM]	1%	21%	7%
C[C@H]1CN=C(N(C)C)N1CCc1ccc(F)cc1	0%	-2%	-10%	-5	-1%	14%[2.33 µM]	10%	32%	1%
CN(C)/C=C/c1c(C#N)c(=O)ncn1Cc1ccccc1	.	4%	17%	0	-1%	-4%[59 µM]	-2%	50%[activator]	-5%
COc1ccc(/C=C/C(=O)O/N=C(\N)c2cccnc2)cc1OC	-1%	?	-4%	-3	0%	?	-5%	21%	-6%
COC(=O)C1=C(C)Nc2c(c(=O)n(C)c(=O)n2C)C1c1cccs1 (stereo unspecified)	21%	6%	-1%	1	2%	-12%	8%	27%	-1%
Cc1ccc(Cl)cc1N1CCN(C(=O)COCc2cc(-c3ccc4c(c3)OCO4)on2)CC1	9%	-5%	-21%	-1	24%	-9%[59 µM]	-3%	18%	9%
CCC(=O)N1CCc2cc(Br)cc(S(=O)(=O)NCCN3CCCCC3CC)c21 (stereo unspecified)	-4%	11%	-17%	-10	3%	?	-5%	14%	-3%
CC(=O)/C=C/n1c(=S)oc2ccccc21	1%	1%	-1%	-25	-6%	?	12%	61%[activator]	-5%
O=C(NN1C(=O)C2C(C1=O)C1C=CC2C12CC2)c1ccccc1 (stereo unspecified)	1%	-18%	-4%	-11	-11%	1%	-9%	38%[activator]	-4%
Cc1ccc(SCCC(=O)OCn2nnc3ccccc3c2=O)cc1	-9%	32%[activator]	30%	-2	-11%	68%[activator]	3%	75%[activator]	4%
O=C(CSc1nnc(-c2ccccc2O)o1)N1CCOCC1	2%	79µM*	56µM*	-6	-18%	-11%	8%	-20%	-9%
CC1SCC(NC(=O)c2cccc(Cl)c2)CS1 (stereo unspecified)	4%	7%	7%	0	1%	5%[59 µM]	3%	32%	i
Cc1cc(NC(=O)CCC(=O)N(CC(=O)NCC2CCCO2)c2ccc(F)c(Cl)c2)no1 (stereo unspecified)	13%	10%	-2%	2	-10%	19%	7%	0%	14%
Cc1cc(NC(=O)Cn2nc([N+](=O)[O-])c(Br)c2C)no1	-18%	-23%	-6%	2	0%	0%	-1%	21%	-8%

Brought forward from above: 2 compounds, then new ones.
SMILES	GLS inh	BAZ2B inh	JMJD2A Tudor inh	PI4K2A block	Pin1 inhibitor	G9a block	ERG Ets-DNA blk	HP1b binding inh	Tb PGK inh
Cc1cc(NC(=O)CCC(=O)N(CC(=O)NCC2CCCO2)c2ccc(F)c(Cl)c2)no1 (stereo unspecified)	13%	10%	-2%	2	-10%	19%	7%	0%	14%
Cc1cc(NC(=O)Cn2nc([N+](=O)[O-])c(Br)c2C)no1	-18%	-23%	-6%	2	0%	0%	-1%	21%	-8%
O=C(COC(=O)c1cc(=O)[nH]c(=O)[nH]1)Nc1ccccc1F	14%	.	-2%	2	4%	.	-4%	31%	4%
O=C(NCCC1CCCCN1S(=O)(=O)c1ccccc1)C(=O)NCc1ccccn1 (stereo unspecified)	1%	11%	-16%	-2	2%	9%[0.501 µM]	-1%	22%	-1%
Cc1c(NC(=O)c2c(F)c(F)c(F)c(F)c2F)c(=O)n(-c2ccccc2)n1C	4%	2%	0%	0	-2%	8%[12.7 µM]	5%	6%	-4%
CCN(CC(=O)Nc1ccc(OC)cc1)C(=O)c1ccc([N+](=O)[O-])cc1	?	5%	10µM*	-3	9%	1%	16%	12%	1%
COc1ccc(-c2nc3scc(CCNS(=O)(=O)c4ccc(F)c(C(F)(F)F)c4)n3n2)cc1OC	3%	-4%	-11%	2	?	7%[59 µM]	9%	34%	6%
COc1ccccc1C1=NC(c2ccc(C)cc2)N=C1C (stereo unspecified)	-1%	66%[activator]	37%[activator]	-3	-4%	93%[activator]	4%	96%[activator]	-2%
COC(=O)Cc1cc(=O)n2[nH]c(C(F)(F)F)nc2n1	2%	?	-11%	-12	-10%	31%[0.501 µM]	-3%	24%	-8%
Cc1ccc(CNC(=O)CCNS(=O)(=O)c2ccc3c(c2)c(=O)n(C)c(=O)n3C)cc1	-13%	-9%	-13%	7	9%	7%[12.7 µM]	-2%	5%	-7%
CCOn1c(=O)c(=O)n(O)c2ccccc21	17%	?	45µM*	0	-3%	.	-1%	?	-5%
COc1cc(/C=N/NC(N)=S)ccc1OCc1ccc(C)cc1	0%	?	-31%	5	9%	20%[59 µM]	-1%	-9%	-12%
Cc1cccc(C(=O)NC2CCN(C(=O)N3CCOCC3)CC2)c1	?	-2%	-10%	-2	10%	-5%[12.7 µM]	6%	-11%	-1%
COc1ccccc1Nc1nc(-c2sc(NC(=O)c3ccco3)nc2C)cs1	-3%	-33%	-25%	-7	31%[activator]	?	5%	-8%	-4%
O=C(CCCc1ccccc1)Nc1ccnn1C1CCN(Cc2ccc(CO)o2)CC1	4%	-10%	-23%	1	-1%	.	-7%	13%	-7%
CCCOc1ccc(/C=C2\SC(N)=NC2=O)cc1OC	1%	-15%	-33%	1	56%[activator]	12%	4%	50%[activator]	.
Cc1ccccc1/C=C/c1nc2ccccc2c(=O)n1Cc1ccccc1	5%	8%	-15%	6	-1%	44%[59 µM]	16%	23%	-3%
CC(=O)N(c1ccccc1)C(C)c1nc(C#N)c(C#N)nc1C (stereo unspecified)	-2%	-5%	-9%	-2	-2%	6%	-1%	12%	-10%
CC1Cc2ccccc2N1C(=O)COc1ccc2c(c1)OCO2 (stereo unspecified)	2%	?	-24%	3	1%	-5%	-6%	15%	6%
CC(C)N1C2OC(C3OC4C(O3)N(C(C)C)S(=O)(=O)N4C(C)C)OC2N(C(C)C)S1(=O)=O (stereo unspecified)	-6%	5%	-2%	5	-2%	-30%[59 µM]	0%	19%	-4%
COc1cccc(CN(C)CC(=O)Nc2cccc(S(N)(=O)=O)c2)c1OC	7%	5%	-22%	-8	11%	5%[59 µM]	9%	-4%	-7%
CC(=O)c1c(C(C)=O)c(C)n(NC(=O)c2cccnc2)c1C	10%	-8%	-10%	-2	-7%	3%	.	23%	-5%
Cc1ccc(C)c(S(=O)(=O)N2CCN(C(=O)CCc3c[nH]c4ccccc34)CC2)c1	5%	?	-34%	-3	5%	-8%[12.7 µM]	3%	10%	-9%
COc1cccc(NC(=O)CN2C(=O)CSc3ccc(S(=O)(=O)N4CCC(C)CC4)cc32)c1	-1%	-13%	-19%	-3	16%	1%[59 µM]	-6%	30%	-6%
CC(=O)N1c2ccc(S(=O)(=O)NCc3ccc(Cl)cc3)cc2CC1C (stereo unspecified)	6%	15%	-12%	0	5%	2%[59 µM]	-6%	49%[activator]	4%
CCOCCn1ccc2c(OCC(=O)NCc3ccc(C)cc3)cccc2c1=O	-12%	-7%	-10%	-5	-1%	-2%[59 µM]	-3%	11%	11%
CCCCc1ccc(NC(=O)C2(C)Cc3ccccc3C(=O)O2)cc1 (stereo unspecified)	-1%	46%[activator]	41%[activator]	0	?	6%[59 µM]	-2%	78%[activator]	9%
CC(=O)N1CCC(C(=O)N2CCN(S(=O)(=O)c3ccc(Cl)s3)CC2)CC1	1%	.	-9%	-3	-2%	.	15%	20%	-7%
Cc1cccc(C(=O)NNC(=O)/C=C/C(=O)O)c1	13%	-1%	-19%	-2	-1%	35µM*	0%	47%[activator]	i
O=C(NNC(=O)c1ccc([N+](=O)[O-])cc1)c1ccc(Br)cc1	3%	3%	-14%	-18	-5%	18%[2.33 µM]	2%	4%	5%
